# Screening results from PubChem BioAssay.
# DNMT1 block: inhibitors of human DNMT1; P26358; 360,000 compounds, 0.83% hits; inhibition (reported as % activation of signal), % at 10 µM; AID 588458; DNMT1 molecular beacon, Hinp1I cleavage, fluorescence; in the data active = inhibition above about 50%
# LMPTP inh: blocks human LMPTP phosphatase; inhibition, % at 20 µM; 360,000 compounds, 0.22% hits; AID 651560; P24666; recombinant LMPTP-A, OMFP fluorogenic substrate, fluorescence intensity;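 active = compounds that cut the enzyme signal by at least half of the control window in the single-dose screen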;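 note: plate controls were DMSO wells with enzyme plus substrate for no effect and substrate without enzyme for full effect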
# Target sequence (P24666 whole entry, looked up): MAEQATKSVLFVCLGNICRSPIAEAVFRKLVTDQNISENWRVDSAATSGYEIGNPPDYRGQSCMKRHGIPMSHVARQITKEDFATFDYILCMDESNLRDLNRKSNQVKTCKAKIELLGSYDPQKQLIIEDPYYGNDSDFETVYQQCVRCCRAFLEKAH
#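 test system = LMPTP-A | amount = 0.625 nM LMPTP-A final | reagent = fluorogenic phosphatase substrate OMFP at 400 µM final | incubation = 50 min at room temperature | benchmarks = no-enzyme low control, uninhibited high control | medium = Bis-Tris pH 6.0, DTT, detergent | signal = fluorescence intensity of OMFP turnover product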
# NRP1-CendR mod: NRP-1/CendR interaction modulation. FAM-RPARPAR peptide binding to NRP-1, fluorescence polarization. 360,000 compounds, 0.85% hits. O14786. inhibition, % at 25 µM;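 active = inhibition or corrected inhibition above about 18%, plus a signal ratio from 0.5 to 1.5, limit read from the data, passing the limit was not always enough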; note: strong numbers were not always called active
# Scp1 inh: blocks human Scp-1 phosphatase activity; Q9GZU7; Recombinant Scp1, phosphopeptide, malachite green phosphate absorbance; inhibition, % at 20 µM; 340,000 compounds, 0.88% hits; AID 493091;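 active = inhibition above about 50% at 20 µM, limit read from the data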;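 note: plate controls were DMSO wells with enzyme for no effect and wells lacking enzyme for full effect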
# Target sequence (Q9GZU7 76-261 limits assumed): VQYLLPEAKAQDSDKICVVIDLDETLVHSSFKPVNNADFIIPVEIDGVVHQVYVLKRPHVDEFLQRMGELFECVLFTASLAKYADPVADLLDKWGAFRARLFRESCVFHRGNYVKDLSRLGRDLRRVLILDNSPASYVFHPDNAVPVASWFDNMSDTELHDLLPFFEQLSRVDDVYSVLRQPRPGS
#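 Test system – truncated SCP-1 phosphatase (76-261aa) · Reagent – Phosphorylated 17-residue peptide substrate · Incubation – 45 min room-temperature reaction, 5 min colour, 30 min stabiliser · Detection – colorimetric phosphate reagent with accelerator and stabiliser, absorbance at 630 nm · Measure – % inhibition at 20 µM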
# E coli Lon inh: inhibits E. coli Lon protease | P0A9M0 | purified E. coli Lon protease, fluorescence polarization | inhibition, % at 7.94 µM | 360,000 compounds, 0.42% hits | AID 602123; in the data active = inhibition above about 13%, passing the limit was not always enough;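 note: 0% = enzyme with probe and DMSO and 100% = no enzyme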
# SUMO1-SIM PPI: modulators of human SUMO1-mediated protein-protein interactions; SUMO1 binding to a labelled peptide, TR-FRET, 1 h; AID 602429; inhibition, % at 20 µM; 360,000 compounds, 0.33% hits; in the data active = inhibition above about 37%
# Target sequence (P63165 whole entry, looked up): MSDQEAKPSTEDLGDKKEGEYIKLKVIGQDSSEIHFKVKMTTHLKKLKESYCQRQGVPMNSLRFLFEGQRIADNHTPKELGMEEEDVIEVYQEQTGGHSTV
# MsrA act: activates bovine MsrA enzyme; purified bovine MsrA, absorbance read-out; activation, % at 10.6 µM; 360,000 compounds, 0.3% hits; in the data active = activation above about 7.5%;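 note: 0% = vehicle and 100% = reference activator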
# MsrA inhibitor: inhibits bovine methionine sulfoxide reductase A; purified bovine MsrA, absorbance read-out; inhibition, % at 15.5 µM; 360,000 compounds, 0.75% hits; in the data active = inhibition above about 4.5%;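 note: 0% = vehicle wells with enzyme and 100% = reference inhibitor wells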
# STEP block: STEP (human) phosphatase inhibition; 360,000 compounds, 0.25% hits; P54829; recombinant STEP, OMFP fluorogenic substrate, fluorescence; inhibition, % at 20 µM;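 active = inhibition at 20 µM, scaled per plate between control wells, above about 37%, limit read from the data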;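 note: 0% = DMSO with enzyme and substrate and 100% = substrate only without enzyme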
# Target sequence (P54829 whole entry, looked up): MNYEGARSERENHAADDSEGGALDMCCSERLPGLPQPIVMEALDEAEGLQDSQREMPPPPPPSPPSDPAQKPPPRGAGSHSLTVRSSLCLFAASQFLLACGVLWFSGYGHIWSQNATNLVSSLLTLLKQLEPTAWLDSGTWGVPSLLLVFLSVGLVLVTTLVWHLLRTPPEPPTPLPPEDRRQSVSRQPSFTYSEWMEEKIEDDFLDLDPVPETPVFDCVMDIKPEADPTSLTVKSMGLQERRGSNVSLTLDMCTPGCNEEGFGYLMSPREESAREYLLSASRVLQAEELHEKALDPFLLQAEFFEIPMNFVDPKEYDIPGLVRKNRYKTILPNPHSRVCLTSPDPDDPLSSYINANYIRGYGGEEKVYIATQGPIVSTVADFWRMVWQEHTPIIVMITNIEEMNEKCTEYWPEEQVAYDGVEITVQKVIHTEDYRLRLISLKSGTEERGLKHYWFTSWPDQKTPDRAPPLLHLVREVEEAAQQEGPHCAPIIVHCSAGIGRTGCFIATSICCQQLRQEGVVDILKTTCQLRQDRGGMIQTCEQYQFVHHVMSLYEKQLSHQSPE
#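 Assay system: isolated STEP enzyme / Timing: 20 min at room temperature, dark / Doses: 20 µM, 1% DMSO / Technique: fluorescence intensity, excitation 480 nm, emission 540 nm / Reagent: fluorogenic phosphatase substrate OMFP at 25 µM final / Measure: percent inhibition scaled to no-enzyme and uninhibited-enzyme controls, plate-pattern corrected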
# TbMetRS inhib: blocks T. brucei methionyl-tRNA synthetase activity; purified T. brucei MetRS, ATP depletion, Kinase-Glo luminescence; inhibition, % at 11.9 µM; 360,000 compounds, 0.4% hits;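 active = inhibition above a per-plate cutoff of the control wells' mean inhibition plus 3 SD, cut at about 5.5% in these data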;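 note: 0% = DMSO wells median and 100% = median of wells with control inhibitor compound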
#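 assay system = parasite MetRS enzyme | timing = 15 min preincubation, 2 h reaction, all 25 °C | evaluation = percent inhibition relative to median high and low control wells | medium = HEPES buffer containing pyrophosphatase, BSA, spermine, DTT | compound = single dose, 11.9 µM final nominal, 0.9% final DMSO | detection = Kinase-Glo luminescence, ATP depletion format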
# The depositor's hits bear a star; / = not tested or not shown.
1. COc1ccccc1NC(=O)CSc1n[nH]c(-c2ccco2)n1
2. O=C1/C(=C/c2ccccc2)SC(=S)N1CCCC(=O)N1CCCCC1CCO (centres undefined)
3. CC[C@@]12C(=O)N(c3cccc(F)c3)C(=O)N1[C@H](c1ccc(Cl)cc1)[C@@H]1C(=O)N(C3CCCCC3)C(=O)[C@@H]12
4. CCn1nc(C)c(/C=N/NC(=O)c2nc3nc(C)cc(C)n3n2)c1C
5. Cc1cccc(-n2ncc3c2CCCC3NC(=O)CCN2CCCO2)c1C (centres undefined)
6. C=CCOc1ccc(/C=C/C(=O)OCC(=O)NC2CCCCCC2)cc1
7. O=C(NCCCN1CCCC1=O)c1ccc(OCc2ccccc2)cc1
8. Cc1ccc(CNC(=O)c2[nH]c(C(F)(F)F)nc2-c2ccccc2)cc1

compound no.	1	2	3	4	5	6	7	8
DNMT1 block	1.1	-0.2	0.6	0.0	-1.4	21.2	-0.5	2.3
LMPTP inh	0.5	0.5	1.2	-2.3	-1.3	-2.0	-2.8	-1.0
NRP1-CendR mod	-2.6	12.6	-4.9	2.7	-3.0	11.3	-0.7	-9.9
Scp1 inh	-5.2	-8.2	-9.3	-5.0	0.0	22.0	-7.3	/
E coli Lon inh	6.9	1.8	3.0	12.9	-9.6	2.0	-1.6	-5.6
SUMO1-SIM PPI	15.1	-28.8	4.6	5.1	-2.7	-5.8	0.2	4.6
MsrA act	-1.9	-4.7	-1.5	-12.6	-5.6	-7.8	-2.0	-2.6
MsrA inhibitor	-0.4	0.8	0.0	-0.4	1.1	-0.7	0.0	-0.5
STEP block	-1.5	2.4	-3.5	-0.3	-1.5	0.2	-3.3	-1.4
TbMetRS inhib	-0.3	-0.2	-0.1	-1.1	-0.3	-0.4	-0.3	-0.7

9. O=C(Nc1ccncc1)c1cc(S(=O)(=O)N2CCCCC2)ccc1Cl
10. CC(C)CN1C(=O)C(=O)N(CC(=O)N2CCN(c3ccccc3)CC2)C1=O
11. COc1cc(C(=O)NCCC(=O)NC2CCCc3ccccc32)cc(OC)c1OC (centres undefined)
12. Cc1cccc2cc(CN(CCN(C)C)C(=S)Nc3ccccc3)c(=O)[nH]c12
13. Cc1ccc(C(=O)Nc2nnc(C3CCCCC3)s2)o1
14. CCNc1ccc(Br)cc(C(=O)/C=C/c2ccc3c(c2)OCO3)c1=O
15. CC1CCCCN1C(=S)NC(=O)c1ccco1 (centres undefined)
16. CC(C)C1=Nc2cccc3cccc(c23)N1

compound no.	9	10	11	12	13	14	15	16
DNMT1 block	0.1	-0.1	-0.8	-3.7	0.8	89.3*	-7.4	-14.6
LMPTP inh	0.7	-0.8	-1.2	0.2	0.0	53.6*	2.0	2.1
NRP1-CendR mod	-8.4	12.0	13.9	0.9	2.5	-166.4	2.4	11.6
Scp1 inh	-2.8	-2.0	-7.5	-2.1	14.6	5.8	17.8	2.8
E coli Lon inh	6.2	10.3	-6.1	6.9	-6.0	-1.3	-8.0	-10.8
SUMO1-SIM PPI	2.3	-8.4	4.6	1.1	-3.6	21.6	15.3	-8.5
MsrA act	-1.3	-3.6	-2.1	-2.6	-4.5	-6.0	0.1	0.9
MsrA inhibitor	1.1	0.0	-1.2	0.6	0.4	1.8	-0.9	0.4
STEP block	-1.2	-2.2	2.1	-0.4	-2.4	4.2	1.1	5.6
TbMetRS inhib	-0.1	-0.2	-0.3	0.1	-0.6	-0.4	-0.2	-0.5

17. COc1cccc(CNC(=O)CSc2nc3c(oc4ccccc43)c(=O)n2CC2CCCO2)c1 (centres undefined)
18. O=C(/C=C/c1ccccc1)NC(NC(=S)Nc1cccc(Cl)c1)C(Cl)(Cl)Cl (centres undefined)
19. O=[N+]([O-])c1ccc(NC2CCN(Cc3ccccc3)CC2)c([N+](=O)[O-])c1
20. CC(=O)Nc1ccc(C(=O)CSc2nc3ccc(C)cc3[nH]2)cc1
21. CCOC(=O)c1cc(CC)sc1NC(=O)CSc1nc2ccccc2c(=O)n1Cc1ccco1
22. CNC(=S)NNC(=O)c1ccc(N(C)C)cc1
23. CC(C)CN1C(=S)SC(C)(C)C1n1oc(=O)n(-c2ccccc2)c1=O (centres undefined)
24. CCOC(=O)c1cnc2c(C)cc(C)cc2c1Nc1ccc(S(=O)(=O)Nc2ncccn2)cc1

compound no.	17	18	19	20	21	22	23	24
DNMT1 block	-0.7	3.6	18.6	-14.9	24.1	1.2	1.2	-0.5
LMPTP inh	0.0	1.1	-0.1	1.1	0.5	-1.9	1.0	-0.3
NRP1-CendR mod	-6.2	0.7	1.7	-7.4	-16.6	-5.1	4.0	5.6
Scp1 inh	-9.5	5.0	0.7	-9.1	-9.3	2.3	-6.6	5.5
E coli Lon inh	-9.1	2.7	-4.7	-7.3	1.9	5.3	-0.1	2.9
SUMO1-SIM PPI	0.2	0.5	-27.3	1.5	-3.0	-1.7	0.6	-1.8
MsrA act	-0.1	-0.8	-5.1	-1.0	-2.9	-2.1	-2.5	-8.8
MsrA inhibitor	0.1	3.6	0.9	0.3	-0.5	1.5	-1.1	1.5
STEP block	0.2	0.7	0.8	3.2	6.3	2.2	-1.4	-0.8
TbMetRS inhib	-0.1	-0.2	-0.2	0.0	-0.1	-0.3	-0.6	0.1

# The closing three entries of the section before are carried over, then new ones follow:
22. CNC(=S)NNC(=O)c1ccc(N(C)C)cc1
23. CC(C)CN1C(=S)SC(C)(C)C1n1oc(=O)n(-c2ccccc2)c1=O (centres undefined)
24. CCOC(=O)c1cnc2c(C)cc(C)cc2c1Nc1ccc(S(=O)(=O)Nc2ncccn2)cc1
25. Cc1cccc(NC(=O)NC2CC(=O)N(c3ccc4c(c3)OCCO4)C2)n1 (centres undefined)
26. Cc1ccc(N2C(=O)CC(SCC(=O)Nc3ccc(S(N)(=O)=O)cc3)C2=O)cc1 (centres undefined)
27. Cc1ccc(S(=O)(=O)Nc2cccc3cccnc23)c([N+](=O)[O-])c1
28. CCCn1c(=O)c2sccc2n2c(CCCC(=O)NCC3CCCO3)nnc12 (centres undefined)
29. CN(C(=O)CC1C(=O)NCCN1Cc1ccc2ccccc2c1)C1CCOCC1 (centres undefined)
30. O=C(Nc1ccc2c(c1)OCO2)c1noc2c1CCCC2
31. Cc1ccc(SCC(=O)Nc2ccc(-c3nc4ccccc4[nH]3)cc2)cc1
32. CCOc1ccc(-n2ccnc2)nn1

compound no.	22	23	24	25	26	27	28	29	30	31	32
DNMT1 block	1.2	1.2	-0.5	1.9	-2.6	-1.2	1.4	-4.2	-6.2	17.1	0.7
LMPTP inh	-1.9	1.0	-0.3	-0.2	0.0	1.8	-1.3	-1.6	3.3	0.8	1.0
NRP1-CendR mod	-5.1	4.0	5.6	2.5	8.2	-4.9	11.5	-11.9	1.5	10.8	-15.7
Scp1 inh	2.3	-6.6	5.5	5.8	-7.2	-6.7	-11.2	-7.1	-7.1	0.1	-7.4
E coli Lon inh	5.3	-0.1	2.9	-0.4	4.3	4.8	5.2	-3.1	7.7	3.5	-8.1
SUMO1-SIM PPI	-1.7	0.6	-1.8	-1.9	3.7	-7.6	4.9	-9.0	-2.4	4.0	30.7
MsrA act	-2.1	-2.5	-8.8	-3.8	-4.1	-5.1	-2.2	-6.3	-2.3	1.6	8.1*
MsrA inhibitor	1.5	-1.1	1.5	0.6	-0.8	-0.8	-1.2	-0.6	-0.8	1.0	0.2
STEP block	2.2	-1.4	-0.8	-2.1	0.0	3.5	-1.3	2.0	3.9	-1.7	0.8
TbMetRS inhib	-0.3	-0.6	0.1	-0.6	-0.2	-0.6	-0.8	-0.6	0.3	3.9	-0.8

33. O=C1NC(=S)S/C1=C\c1ccc(SCc2ccco2)o1
34. Cc1cc(S(=O)(=O)N2CCCC2)ccc1OCC(=O)NCc1ccccc1
35. COC(CNC(=O)CNC(=S)N(Cc1ccccc1)Cc1cccnc1)OC
36. CC(C)c1ccc(NC(=O)N2CCc3nc(NCc4cccc(Oc5ccccc5)c4)ncc3C2)cc1
37. O=C(O)Cc1ccc(S(=O)(=O)N2CCCC2)s1
38. COc1cc(OC)cc(C2=Cc3ccc(OC)cc3C(CC(C)=O)N2c2ccc(C#CC3(O)CCCCC3)cc2)c1 (centres undefined)
39. CCn1c(-c2c[nH]c3ccccc23)n[nH]c1=S
40. CCN1CCN(C(=O)c2cccc(OC3CCN(S(C)(=O)=O)CC3)c2)[C@@H](C)C1=O

compound no.	33	34	35	36	37	38	39	40
DNMT1 block	103.1*	-1.5	1.6	-3.0	67.0*	/	-0.7	0.6
LMPTP inh	76.1*	-1.2	-1.2	5.1	2.0	1.9	-1.5	-0.7
NRP1-CendR mod	-149.0	8.9	-4.5	-12.6	-16.2	0.2	-7.0	-2.9
Scp1 inh	77.2*	-7.6	1.6	/	93.3*	/	3.1	-4.5
E coli Lon inh	7.1	7.6	4.7	11.6	-15.1	-2.2	-0.9	-2.8
SUMO1-SIM PPI	83.0*	-0.5	-1.6	-5.4	9.7	0.6	1.8	2.6
MsrA act	-11.3	-1.9	0.9	-0.9	-7.3	-8.0	1.0	-0.3
MsrA inhibitor	/	-0.6	1.6	3.1	0.8	2.4	1.4	-0.5
STEP block	50.1*	0.9	-3.0	-0.1	18.3	/	2.0	-1.8
TbMetRS inhib	1.3	-0.3	0.0	-0.2	-0.3	-0.8	0.3	0.0

41. Cc1ccc(C)c(C2=NNC(=NCc3ccccc3)SC2)c1
42. COc1ccc2cc(C)c3nnc(SCC(=O)Nc4nc(-c5ccc(F)cc5)cs4)n3c2c1
43. O=[N+]([O-])c1cc(C(F)(F)F)cc([N+](=O)[O-])c1NCCNC(=S)Nc1ccc(Cl)c(Cl)c1
44. COC(=O)[C@H](c1ccccc1Cl)N1CCc2sccc2C1
45. O=C(N/N=C/c1cccc(OC(=O)c2ccc3c(c2)OCO3)c1)c1cncc(Br)c1
46. CCCC(C)NC(=O)COC(=O)c1ccccc1SCC(=O)NC(C)CCC (centres undefined)
47. CCN1/C(=C/C=C2/SC(=Nc3cccc4ncccc34)N(C)C2=O)Sc2ccccc21

compound no.	41	42	43	44	45	46	47
DNMT1 block	49.9	28.1	-24.4	0.0	3.3	-0.8	-1.5
LMPTP inh	-0.3	16.3	6.2	0.0	-1.4	-1.2	0.2
NRP1-CendR mod	-12.8	-1.3	-6.5	-4.5	5.4	4.1	-236.6
Scp1 inh	-1.0	6.8	2.3	-6.3	-2.1	-2.3	-2.6
E coli Lon inh	-9.6	-5.6	8.2	1.2	-6.7	10.2	-146.1
SUMO1-SIM PPI	-2.8	-1.2	-6.4	3.4	-2.7	0.7	-17.2
MsrA act	2.1	-3.3	-0.5	-0.9	-8.3	-3.3	-8.2
MsrA inhibitor	0.7	-0.8	0.3	-0.6	-0.3	0.4	-0.7
STEP block	-0.4	3.6	0.8	-0.8	1.5	3.2	0.6
TbMetRS inhib	-0.3	0.0	0.9	-0.3	-0.7	0.0	-1.1
